Lmaj promast = reduces viability of Leishmania major promastigotes; resazurin fluorescence viability; inhibition, % at 10 µM; 9% of 200,000 active; AID 1063; in the data active = inhibition above about 50%;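 also: promastigotes grown with compound for 44 hours at 28 °C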
ROMK primary = human ROMK K+ channel modulation, primary screen. B-score at 10 µM. Tet-inducible ROMK, thallium flux fluorescence; actives lie on both sides. 2% of 130,000 active;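 active = signal ratio slope over the read window, or its plate-corrected B-score, at least 3 SD from the plate mean, either direction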;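 also: B-score of the F/F0 ratio slope over 7 to 12 s after thallium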
RAM network inh = inhibitors of the yeast RAM network; 1.8% of 190,000 active; inhibition, % at 50 µM; S. cerevisiae dse1pr::URA3 reporter, 5-FOA growth OD615, 2 d; analog-sensitive cbk1-as2 kinase mutant strain;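 active = inhibition above a set limit, 3 SD over mean compound inhibition, cut at about 8.4% in these data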;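 also: 0% = DMSO-only wells with no growth and 100% = 10 µM 1-NA-PP1 full growth; inhibition rescues growth on 5-FOA so higher OD means more RAM inhibition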
bIAP inhibitor = blocks bovine intestinal alkaline phosphatase activity | purified bovine IAP, CDP-star luminescence, 30 min | inhibition, % at 20 µM | AID 1019 | 190,000 tested, under 10 active;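 active = over 50% inhibition of intestinal alkaline phosphatase at 20 µM in the single-dose screen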
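System: Purified bovine intestinal alkaline phosphatase (IAP) enzyme | Input: IAP diluted 1/65,000,000 in the well | Also added: CDP-star chemiluminescent phosphatase substrate, 30 µM final | Dosing: 20 µM single dose | Times: Enzyme reaction for 30 min at room temperature | Detection: Luminescence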
S1P3 antag = antagonists of human S1P3 receptor | Q99500 | CHO S1P3 NFAT-BLA reporter, FRET fluorescence, antagonist mode | 0.27% of 170,000 active | inhibition, % at 4.98 µM;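 active = inhibition above the plate cutoff, the mean inhibition of test wells on that plate plus 3 SD, cut at about 28% in these data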;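 also: cells challenged with S1P at its EC80 of 0.8 µM; blue over green emission ratio from cleaved BLA substrate after 4 h stimulation; 0% = S1P-stimulated wells and 100% = unstimulated DMSO-only wells; some compounds past the cut are filed as inactive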
Target sequence (Q99500 whole entry, looked up): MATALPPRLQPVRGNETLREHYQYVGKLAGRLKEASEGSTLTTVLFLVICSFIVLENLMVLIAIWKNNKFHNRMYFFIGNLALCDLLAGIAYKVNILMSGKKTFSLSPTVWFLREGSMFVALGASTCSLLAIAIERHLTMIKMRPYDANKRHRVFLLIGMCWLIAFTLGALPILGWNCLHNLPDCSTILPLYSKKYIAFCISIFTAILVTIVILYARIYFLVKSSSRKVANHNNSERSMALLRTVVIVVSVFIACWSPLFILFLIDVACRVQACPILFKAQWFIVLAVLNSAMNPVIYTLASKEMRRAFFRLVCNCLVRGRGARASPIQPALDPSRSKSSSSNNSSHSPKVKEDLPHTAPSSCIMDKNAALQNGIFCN
HMGR II inh = blocks class II HMG-CoA reductase of Enterococcus faecalis; purified E. faecalis HMGR, NADPH absorbance 340 nm kinetic; inhibition, % at 10 µM; 0.41% of 190,000 active; AID 1066;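 active = inhibition above a set limit, the median over all tested compounds plus 3 SD, cut at about 9.5% in these data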;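 also: enzyme runs in reverse so mevalonate oxidation gives rising NADPH absorbance; 0% = complete reaction with DMSO and 100% = background rate lacking mevalonate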
PPARg SRC-3 ag = agonists of human PPARgamma SRC-3 coactivator recruitment | activation, % at 8 µM | biochemical PPARgamma/SRC-3 coactivator recruitment assay | 0.26% of 200,000 active; in the data active = activation above about 23%;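 also: 0% = DMSO and 100% = reference agonist; some compounds past the cut are filed as inactive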
Target sequence (P37231 whole entry, looked up): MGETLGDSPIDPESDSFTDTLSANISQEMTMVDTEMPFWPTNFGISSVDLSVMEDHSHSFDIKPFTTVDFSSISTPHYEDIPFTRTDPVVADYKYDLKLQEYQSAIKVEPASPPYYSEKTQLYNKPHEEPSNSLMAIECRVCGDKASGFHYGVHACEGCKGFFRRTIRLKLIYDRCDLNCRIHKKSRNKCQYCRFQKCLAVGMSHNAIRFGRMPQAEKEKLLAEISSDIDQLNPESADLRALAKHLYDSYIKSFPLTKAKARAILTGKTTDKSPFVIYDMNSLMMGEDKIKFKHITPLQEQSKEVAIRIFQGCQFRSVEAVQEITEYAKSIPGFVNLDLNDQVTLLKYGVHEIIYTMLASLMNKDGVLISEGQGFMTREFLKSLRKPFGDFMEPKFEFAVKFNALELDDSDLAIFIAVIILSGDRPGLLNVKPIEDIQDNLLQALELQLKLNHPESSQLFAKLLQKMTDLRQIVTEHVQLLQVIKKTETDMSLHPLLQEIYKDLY
PPARg SRC-1 ag = agonists of human PPARgamma SRC-1 coactivator recruitment; activation, % at 8 µM; PPARgamma-SRC-1 coactivator recruitment biochemical assay; AID 631; P37231; 0.41% of 200,000 active; in the data active = activation above about 19%;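 also: 0% = DMSO and 100% = reference agonist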
Redox H2O2 prof = compounds producing H2O2 with reducing agent – biochemical, NIH compound library profiling, artefact control for MLSCN library redox annotation, primary screen | DTT-dependent redox cycling H2O2, phenol red/HRP absorbance; 100% = 100 µM peroxide control, 0% = buffer | activation, % at 10 µM | 0.03% of 200,000 active;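 active = activation of at least 50% relative to the plate's high and low controls in the primary single-dose screen; inactive = activation below 50%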;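 also: compound incubated with DTT at 0.8 mM final as the reducing agent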
PPARg SRC-2 ag = promotes SRC-2 coactivator recruitment by human PPARgamma; P37231; PPARgamma LBD-SRC-2 recruitment, biochemical; activation, % at 8 µM; 0.34% of 200,000 active; AID 1032; in the data active = activation above about 22%;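 also: 0% = vehicle and 100% = reference agonist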
TR-FRET SRC-2 ct = TR-FRET artefact, counter-screen to PPARgamma/SRC-2 agonist assay | TR-FRET ratio at 8 µM | active compounds read high | 0.4% of 200,000 active | AID 1049; in the data active = TR-FRET ratio above about 2000; also: inactives centre near 1500; reference of the scale not given here
* hit, by the source's call; · = no result given.

canonical_smiles	Lmaj promast	ROMK primary	RAM network inh	bIAP inhibitor	S1P3 antag	HMGR II inh	PPARg SRC-3 ag	PPARg SRC-1 ag	Redox H2O2 prof	PPARg SRC-2 ag	TR-FRET SRC-2 ct
O=C(c1cc(Cl)cc(Cl)c1)N1CCC(=O)N(C(COCc2ccccc2)Cc2ccccc2)CC1 (centres undefined)	38	-1.7	4.4	-2	-17	-8	4	1	-0.2	4	1518
O=C(Nc1nncs1)c1cccnc1Cl	0	0.39	1.5	5	-5	1	0	-3	-0.7	-5	1548
COC(=O)c1ccccc1NC(=O)COC(=O)c1ccc(C)c(NC(=O)c2ccco2)c1	48	·	5.1	2	-8	-5	10	10	-2.4	-3	1779
CC1=CS(=O)(=O)CC1SC(=S)N(C)C1CCS(=O)(=O)C1 (centres undefined)	-1	0.45	1.4	-12	-8	-1	0	-4	-0.8	4	1595
COc1ccc2[nH]c(=O)c(-c3noc(-c4ccccc4)n3)cc2c1	45	·	0.5	4	-22	-1	-4	1	-0.8	9	1544
Cc1cc(NC(=O)/C=C/c2ccccc2Cl)n(-c2nc3ccccc3[nH]2)n1	8	1.4	6.2	14	-5	-7	4	-2	-0.3	9	1586
Cc1ccc(C(=O)CSc2nnc(COc3cccc(C)c3)o2)cc1	-7	·	9.9*	3	-12	-2	0	2	-0.2	-1	1527
O=C(NC(=S)Nc1ccc2c(c1)OCCO2)c1ccccc1F	-9	-0.49	1.1	-2	-2	-5	-1	7	0.3	-1	1482
Cc1ccc(-c2ccc(C3C(C#N)=C(N)Oc4n[nH]c(C)c43)o2)cc1 (centres undefined)	101*	·	1.4	4	·	-7	14	-1	1.9	-8	1479
O=C(CCC(=O)N(CC(=O)NC1CCCCC1)CC1CCCO1)Nc1nccs1 (centres undefined)	-2	0.16	0.6	-2	-5	-3	-1	-2	5.7	-9	1376
O=C(Nc1ccc2nn(-c3ccccc3)nc2c1)c1ccc2c(c1)OCO2	6	-0.97	0.8	14	-28	-8	-6	6	1.2	22*	1492
CC(C)COc1cc(=O)[nH]c(SCC(C)C)n1	2	·	1.3	17	24	-2	0	7	3.2	-1	1414
Cc1ccc(C(=O)Oc2coc(CSc3nnc(NC(=O)c4cccs4)s3)cc2=O)cc1C	-4	0.046	2.9	4	-5	-2	-4	-1	-0.2	1	1487
CCCC(NS(=O)(=O)c1ccc(OC)cc1)C(=O)O (centres undefined)	-3	·	0.0	8	-1	-1	3	0	-1.0	5	1474
CC(=O)Nc1ccc(NC(=O)CCc2nc3ccccc3c(=O)[nH]2)cc1	-8	0.55	2.8	-17	-3	-2	1	2	0.3	-5	1538
CCN1CCc2c(C#N)c(N3CCCCC3)nc(NCc3ccccc3)c2C1	43	-2.6*	1.2	-1	·	-8	7	-1	3.8	1	1568

Some entries already given, showing only bIAP inhibitor and RAM network inh.
compound	bIAP inhibitor	RAM network inh
CCCC(NS(=O)(=O)c1ccc(OC)cc1)C(=O)O (centres undefined)	8	0.0
CC(=O)Nc1ccc(NC(=O)CCc2nc3ccccc3c(=O)[nH]2)cc1	-17	2.8
Cc1ccc(-c2ccc(C3C(C#N)=C(N)Oc4n[nH]c(C)c43)o2)cc1 (centres undefined)	4	1.4
CCN1CCc2c(C#N)c(N3CCCCC3)nc(NCc3ccccc3)c2C1	-1	1.2
CC(C)COc1cc(=O)[nH]c(SCC(C)C)n1	17	1.3
O=C(Nc1ccc2nn(-c3ccccc3)nc2c1)c1ccc2c(c1)OCO2	14	0.8
O=C(CCC(=O)N(CC(=O)NC1CCCCC1)CC1CCCO1)Nc1nccs1 (centres undefined)	-2	0.6

Laid out differently: entries from further up.
Under each structure: Lmaj promast, ROMK primary, RAM network inh, bIAP inhibitor, S1P3 antag, HMGR II inh, PPARg SRC-3 ag, PPARg SRC-1 ag, Redox H2O2 prof, PPARg SRC-2 ag, TR-FRET SRC-2 ct
Cc1ccc(-c2ccc(C3C(C#N)=C(N)Oc4n[nH]c(C)c43)o2)cc1 (centres undefined)
    101*, ·, 1.4, 4, ·, -7, 14, -1, 1.9, -8, 1479
O=C(CCC(=O)N(CC(=O)NC1CCCCC1)CC1CCCO1)Nc1nccs1 (centres undefined)
    -2, 0.16, 0.6, -2, -5, -3, -1, -2, 5.7, -9, 1376

Following part.
canonical_smiles	Lmaj promast	ROMK primary	RAM network inh	bIAP inhibitor	S1P3 antag	HMGR II inh	PPARg SRC-3 ag	PPARg SRC-1 ag	Redox H2O2 prof	PPARg SRC-2 ag	TR-FRET SRC-2 ct
O=C1CSC(c2cccc(F)c2)N1c1ccc(O)cc1 (centres undefined)	10	-0.025	1.9	39	·	0	-16	0	0.2	2	1535
O=C(CSc1nnnn1-c1cccc2c1CCCC2)N1CCCC1	-3	-0.85	0.5	0	·	-2	9	-4	0.4	10	1403
Cc1cc2nccc(-c3ccccn3)n2n1	-6	-0.31	0.8	-10	-7	-7	-4	-3	-0.8	-1	1652
Cc1cc(C)n(-c2ccc(C(=O)Nc3ccc(N4CCOCC4)cc3)cc2)n1	-6	-0.2	3.4	-7	·	1	-5	-2	0.2	9	1514
CN(C)CCNC(=O)c1ccccc1	-2	0.25	-1.3	11	·	1	-4	1	0.1	6	1500
Cc1ccc(C(=O)NC(NC(=O)c2ccc(C)cc2)C(Cl)Cl)cc1	-5	·	2.5	29	·	2	3	1	-3.3	3	1755
S=C(c1ccc(-c2cccc(Cl)c2)o1)N1CCOCC1	-6	·	1.2	31	-1	4	1	-2	-2.1	21	1576
COc1cc(C)c(S(=O)(=O)NCc2cccs2)cc1C	4	0.21	-0.1	26	9	-2	9	-9	0.0	-1	1551
COc1cc(CNC(=O)c2ccc(Cn3nc(C)c(Cl)c3C)o2)cc(OC)c1	53*	·	0.8	6	26	-5	-5	-3	2.6	8	1467
COc1ccccc1N1CCN(S(=O)(=O)Cc2ccccc2Cl)CC1	27	-0.042	1.6	0	22	1	0	-3	0.5	1	1514
CCOc1ccc(C(=O)c2ccc(OCC)c(N)c2)cc1N	10	·	0.1	9	-6	-7	-14	5	4.7	-4	1524
O=C(Nc1ccc(N=Nc2ccccc2)cc1)c1cccc(Cl)c1	-3	·	3.3	20	·	1	9	5	0.2	0	1638
O=C(NCCN1CCOCC1)c1ccc(Cl)cc1[N+](=O)[O-]	4	·	0.9	-6	·	-4	-5	-7	-3.7	-1	1363
CCC1CCCCN1CCNS(=O)(=O)c1ccc2c(c1)CCN2C(C)=O (centres undefined)	-2	-0.45	1.8	1	·	0	-4	-3	0.8	-2	1422
CCc1ccccc1NC(=O)CN(C)C(=O)CSc1nnc(Nc2ccc(C)cc2)s1	72*	·	2.1	-19	-5	-7	-7	-10	1.1	-6	1553
CC1=NC(=O)C(N=Nc2ccccc2C)N1c1ccccc1 (centres undefined)	0	0.83	·	·	·	·	-9	-1	0.6	-7	1448
O=C(c1ccccc1)c1coc2c1C(=O)c1ccccc1C2=O	-4	1.2	2.8	6	-5	-1	3	-10	-0.7	-4	1530
Cc1ccc(C2c3c(oc4ccc(Cl)cc4c3=O)C(=O)N2CCCN2CCOCC2)o1 (centres undefined)	-6	·	-0.5	-6	11	2	6	-1	-0.2	8	1762
Cc1ccc(SCc2cc(=O)n(C)[nH]2)cc1	-7	0.14	0.2	-14	-15	3	1	5	-1.9	5	1414
COC(=O)c1ccccc1OCCOCCOc1cccc2ccc(C)nc12	15	1.1	2.7	-2	-14	1	2	-1	0.1	5	1431
COc1cc(C(=O)NNC(=S)NCc2ccco2)cc(OC)c1OC	-5	-1.2	1.1	-45	-9	-9	5	5	-0.6	10	1444
O=C1C2CC=C(Cl)CC2C(=O)N1CCCCCCN1C(=O)C2CC=C(Cl)CC2C1=O (centres undefined)	-2	-1.2	3.5	11	·	-4	-3	-1	0.0	4	1425
COCCn1c(C)cc(C(=O)COC(=O)c2ccc(-n3nc(C)cc3C)cc2)c1C	5	0.033	3.7	5	-10	-4	-13	-5	1.9	9	1368
CCCCOC(=O)c1ccc(NC(=O)c2c(Cl)ccc(Cl)c2OC)cc1	2	0.097	18*	12	-13	-3	4	4	-1.4	13	1788
Cc1c(C(=O)N2CCOCC2)oc2ccc(S(=O)(=O)N3CCCC3)cc12	-1	·	-0.6	13	·	-6	11	8	2.5	1	1485
Cc1ccc(OCCn2cnc3sc(C(N)=O)c(C)c3c2=O)cc1	0	0.38	0.9	16	-9	-4	-2	1	-0.6	4	1506
CCOc1ccc(NS(=O)(=O)c2ccc(OCC)c3ncccc23)cc1	5	·	3.7	0	·	0	9	0	-2.2	1	1508
O=c1oc2ccccc2n1CCCOc1ccccc1	-7	·	-0.2	38	-15	-6	1	-5	0.4	2	1544
O=C1CCCC(O)=C1C=NCc1ccccc1	-2	0.38	0.1	-14	-12	-2	5	-4	-0.5	3	1461
CCN(CC)CCCN1C(=O)C(O)=C(C(=O)c2ccco2)C1c1ccc(C)o1 (centres undefined)	-3	·	·	·	·	·	-1	-2	1.6	6	1600
CCCCSc1ccc2nc(-c3ccc(C#N)cc3)cn2c1	7	-0.014	0.7	21	·	4	8	4	-3.6	3	1500
